MPTP inh – blocks calcium-induced mitochondrial swelling; isolated mouse mitochondria, Ca2+ swelling absorbance, 30 min; inhibition, % at 10 µM; 360,000 tested, 1.4% active; AID 602449;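 active means inhibition of 50% or more, scaled per plate between neutral and stimulator controls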;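 further: 0% = DMSO wells given calcium and 100% = 1 mM EGTA wells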
GRIN3A LBD mod – NR3A (human) ligand-binding domain modulation | 340,000 tested, 2.5% active | NR3A LBD differential scanning fluorimetry, Tm shift; 0% = protein alone, 100% = glycine-bound protein | Tm shift relative to glycine control, % at 25 µM;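 active means melting temperature shift of at least 10% of the positive control shift, at one fixed dose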
* = called active by the depositor.

SMILES	MPTP inh	GRIN3A LBD mod
COc1ccc(C2C(C#N)=C(N)Oc3cc(O)ccc32)cc1 (stereo unspecified)	0.0	-13
CCCCC1C(=O)NN(c2ccccc2)C1=O (stereo unspecified)	0.1	0
O=C(OCCSCCOC(=O)C1CC=CCC1)C1CC=CCC1 (stereo unspecified)	-0.6	0
C=CCCC(=O)N1C[C@H]2CON(C)[C@H]2C[C@H]1c1ccccc1Br	-0.9	0
Cc1ccc(C(C)C)c(O)c1C(=O)O	3.9	0
COc1ccc(Cl)cc1NC(=O)CN1C(=O)CCS(=O)(=O)c2ccccc21	5.2	1
O=C(Cc1ccc(NC(=O)C2CCN(C(=O)C3CCC3)CC2)cc1)Nc1ccc(C(=O)N2CCOCC2)cc1	-0.4	1
Cc1c(Cc2c(Cl)cccc2Cl)c(=O)ccn1C(C)c1ccccc1 (stereo unspecified)	-1.4	-2
COc1ccc(C(=O)NNC(=O)c2ccc3ccccc3c2)cc1	-1.0	-1
O=C(OCCOc1ccc(Cl)cc1)c1cc(S(=O)(=O)N2CCCCC2)ccc1N1CCOCC1	9.1	-2
COc1ccc(/C(N)=N/OC(=O)CN(C)S(=O)(=O)c2ccc(C)cc2)cc1	-0.3	2
CCN1CCC(O)(C(C(=O)O)c2ccccc2)CC1 (stereo unspecified)	-1.0	-1
COc1ccccc1NS(=O)(=O)c1ccc(C)c(C(=O)NCC(c2cccs2)N2CCOCC2)c1 (stereo unspecified)	1.0	-1
Cc1c(NC(=O)CCc2ccc(S(=O)(=O)N3CCOCC3)cc2)c(=O)n(-c2ccccc2)n1C	0.2	-1
CN1CCN(c2ccc(S(=O)(=O)N3CCOCC3)cc2NC(=O)COc2ccc(C#N)cc2)CC1	-1.0	0
COc1cc(C2c3cc(O)c(OC)cc3CC(C(=O)O)C2CO)ccc1O (stereo unspecified)	-0.1	-1
CN(C)c1ccc2c(c1[N+](=O)[O-])Cc1ccccc1-2	2.0	8
CCOc1ccc2oc(-c3ccccc3)c(C(=O)N3CCN(CCO)CC3)c2c1	-2.7	-1
CN(C)CC1CCC/C(=C\c2ccc(OC(=O)/C=C/c3ccccc3)cc2)C1=O (stereo unspecified)	-3.1	5
COC(=O)C1CCC(=O)N1C(c1ccc(OC)cc1)c1cc(OC)c(OC)c(OC)c1 (stereo unspecified)	-0.2	-1
O=c1[nH]cnc2c1ncn2-c1ccc(N(CCO)CCO)cc1	0.2	2
Cc1cc(O)c2c(c1)CC1C3CCC4CC(=O)CCC4(C)C3CC(=O)C21C (stereo unspecified)	0.1	1
CC(=O)Nc1cccc(NC(=O)CCNC(=O)c2ccccc2)c1	-0.6	-2
O=C(Cn1cc(COc2cccc([N+](=O)[O-])c2)nn1)c1ccc(O)cc1	-0.4	-1
O=C(CN1C(=O)S/C(=C\c2ccc(Cl)cc2)C1=O)NNC(=O)c1ccccc1O	6.2	-8
NC(=S)NN=Cc1nccc2ccccc12	0.4	2
Cc1ccc(NC(=O)CN2C(=O)S/C(=C\c3ccc(C(=O)O)cc3)C2=O)cc1	-0.3	-2
O=C(/C(=C(\[O-])c1ccccc1)[n+]1ccc2ccccc2c1)c1ccccc1	-2.0	-2
O=C1C(Br)=Cc2cccc3cccc1c23	-0.1	-2
CCN(CC)c1ccc2cc(-c3nc(-c4cc5ccccc5oc4=O)cs3)c(=O)oc2c1	5.8	0
COc1ccccc1C=NN=Cc1ccccc1O	0.9	0
c1c[nH]c(CN2CCN(Cc3ncc[nH]3)CC2)n1	-1.6	-2
CN(CC(=O)Nc1cccc(S(=O)(=O)N2CCCC2)c1)CC(=O)Nc1ccc(F)c(F)c1F	0.5	1
O=C(O)CNC(=O)C1(NC(=O)OCc2ccccc2)CCCC1	-0.6	-1
CCCc1nnc(SCC(=O)N2CCCCC2C)n1CC1CCCO1 (stereo unspecified)	-1.4	4
O=c1cc(-c2cccc(F)c2)oc2ccccc12	-0.8	-3
Cc1ccccc1NC(=S)c1nc2ccccc2[nH]1	-2.2	-2
O=C(O)Cc1cccc(=O)c(O)c1C(=O)O	1.5	1
O=C(NCc1ccccc1CN1CCCC1)c1cc2ccccc2o1	0.2	-1
CCCCCCCCNCCS(=O)(=O)NC1CCCCC1	4.2	-1

A different layout for 17 compounds above:
Under each structure: MPTP inh | GRIN3A LBD mod
> O=c1[nH]cnc2c1ncn2-c1ccc(N(CCO)CCO)cc1
  0.2 | 2
> Cc1cc(O)c2c(c1)CC1C3CCC4CC(=O)CCC4(C)C3CC(=O)C21C (stereo unspecified)
  0.1 | 1
> CC(=O)Nc1cccc(NC(=O)CCNC(=O)c2ccccc2)c1
  -0.6 | -2
> O=C(Cn1cc(COc2cccc([N+](=O)[O-])c2)nn1)c1ccc(O)cc1
  -0.4 | -1
> O=C(CN1C(=O)S/C(=C\c2ccc(Cl)cc2)C1=O)NNC(=O)c1ccccc1O
  6.2 | -8
> NC(=S)NN=Cc1nccc2ccccc12
  0.4 | 2
> Cc1ccc(NC(=O)CN2C(=O)S/C(=C\c3ccc(C(=O)O)cc3)C2=O)cc1
  -0.3 | -2
> O=C(/C(=C(\[O-])c1ccccc1)[n+]1ccc2ccccc2c1)c1ccccc1
  -2.0 | -2
> O=C1C(Br)=Cc2cccc3cccc1c23
  -0.1 | -2
> CCN(CC)c1ccc2cc(-c3nc(-c4cc5ccccc5oc4=O)cs3)c(=O)oc2c1
  5.8 | 0
> COc1ccccc1C=NN=Cc1ccccc1O
  0.9 | 0
> c1c[nH]c(CN2CCN(Cc3ncc[nH]3)CC2)n1
  -1.6 | -2
> CN(CC(=O)Nc1cccc(S(=O)(=O)N2CCCC2)c1)CC(=O)Nc1ccc(F)c(F)c1F
  0.5 | 1
> O=C(O)CNC(=O)C1(NC(=O)OCc2ccccc2)CCCC1
  -0.6 | -1
> CCCc1nnc(SCC(=O)N2CCCCC2C)n1CC1CCCO1 (stereo unspecified)
  -1.4 | 4
> O=c1cc(-c2cccc(F)c2)oc2ccccc12
  -0.8 | -3
> Cc1ccccc1NC(=S)c1nc2ccccc2[nH]1
  -2.2 | -2

(next part)
SMILES	MPTP inh	GRIN3A LBD mod
Cc1ccc(S(=O)(=O)NCC(=O)N(CCc2ccccc2)CC(=O)NCc2ccco2)cc1	5.2	-1
Cc1cc(C)c(O)c(CN(C)Cc2cc(Cl)cc(Cl)c2O)c1	94*	-3
O=C(CSCc1c(Cl)cccc1Cl)Nc1ccccc1-c1ccccc1	1.6	15*
CCOc1cccc(-c2csc(C3COc4ccccc4O3)n2)c1 (stereo unspecified)	33	-6
Cc1ccc(S(=O)(=O)OCC(=O)Nc2ccc(C(=O)O)c(O)c2)cc1	-2.0	-10
Cc1cc(C)cc(Nc2nc3c(S(=O)(=O)c4ccccc4)nnn3c3ccccc23)c1	4.1	-1
Cc1ccc(S(=O)(=O)CCC(=O)OCC(=O)N(C)c2ccccc2)cc1	-1.9	2
O=[N+]([O-])c1ccc(NN=Cc2cccc3ccccc23)nc1	7.2	29*
O=C(NC1CCN(Cc2ccccc2)CC1)c1ccccc1NS(=O)(=O)c1ccc(F)c(F)c1	-0.6	-1
O=[N+]([O-])c1ccc(O)c(/C=N/Nc2ccccn2)c1	3.9	-6
COc1cccc(C=NNC(=O)C(C)SC(C)C(=O)NN=Cc2cccc(OC)c2)c1 (stereo unspecified)	0.6	2
CC1(C)CC(NC(=O)C2CCN(S(=O)(=O)c3ccc(Cl)c(C(F)(F)F)c3)CC2)CC(C)(C)N1	3.8	-2
CC(=Nc1ccccc1)C1=C(O)C(CC(C)C)NC1=O (stereo unspecified)	-0.7	0
COc1cc(C2CC(=O)NC3=C2C(=O)CC(C)(C)C3)ccc1O (stereo unspecified)	-1.6	-4
O=[N+]([O-])c1ccc(CSCc2ccc([N+](=O)[O-])cc2)cc1	2.0	-1
CCN1CCN(c2ncc(C(=O)Nc3cc(Cl)c(OC)cc3OC)c3ccccc23)CC1	5.2	-1
Nc1nc2ccccc2n1C(=O)c1ccco1	-0.8	16*
C/C(=N/NC(=O)c1cc(O)c(O)c(O)c1)c1ccc([N+](=O)[O-])cc1	4.9	9
Cc1ccc(C(C)C)c(OCc2ccc(C(=O)N/N=C/c3ccc(O)cc3O)cc2)c1	2.6	26*
O=C(O)C1(Nc2ccc([N+](=O)[O-])cc2[N+](=O)[O-])CCCC1	1.1	0
Cc1nc(N)nc(N)c1-c1ccc(Cl)c(Cl)c1	-2.9	2
CCOC(=O)C1=C(CC)Nc2ccccc2N=C1NC(=O)c1ccc(OC)c(S(=O)(=O)N2CCOCC2)c1	-1.3	-3
Cc1[nH]n(-c2ccccc2)c(=S)c1C=Nc1ccc([N+](=O)[O-])cc1	2.5	23*
COc1cccc(C(=O)NN2c3ccccc3CCc3ccccc32)c1	2.0	-6
CC(=O)C1(C)CCC2C3C=C(C)C4=CC(=O)CCC4(C)C3CCC21C (stereo unspecified)	2.9	0
CC(NCC(=O)NC(=O)NCCC1=CCCCC1)c1ccc(S(N)(=O)=O)cc1 (stereo unspecified)	-0.5	0
CC1(c2ccccc2)C(C#N)C(=O)NC(=O)C1C#N (stereo unspecified)	-1.1	0
CC(Oc1ccc(F)cc1)C(=O)Nc1cc(S(=O)(=O)N2CCCCC2)ccc1N1CCN(C)CC1 (stereo unspecified)	-1.1	-1
Cc1ccc(C)n1-c1sccc1C(=O)O	7.9	-1
COc1cc(C(=C(CC(=O)O)C(=O)O)c2ccc3c(c2)OCO3)cc(OC)c1OC	-0.2	-1
Cc1ccccc1-c1nnc(-c2cccc3ccccc23)o1	-0.4	-1
Cn1c(=O)c2[nH]c(CSCc3ccccc3)nc2n(C)c1=O	-0.9	4
CCOc1ccc(C(=O)C(CN2CCOCC2)c2ccccc2)cc1 (stereo unspecified)	1.1	-8
[O-][n+]1nc2ccccc2c2ccccc21	-2.3	2
COc1ccc(C(C#N)=C2C=CC(=NO)C(C)=C2Cl)cc1	2.7	-11
CCN1C[C@@H]2[C@@H]3C(=O)N(Cc4ccccc4)C(=O)[C@@H]3[C@](C)(C1=O)N2C(=O)c1ccc(Cl)c(Cl)c1	0.7	1
COc1cc(OC)cc(-c2cc3nc(C)c(CCC(=O)O)c(C)n3n2)c1	-1.4	0
Cc1cc([N+](=O)[O-])ccc1NS(=O)(=O)c1ccccc1	18	-13
Nc1cc2c(cc1N)-c1ccccc1C2	2.1	5
CC12CCC(C3NC(=S)NN=C31)C2(C)C (stereo unspecified)	-2.0	2
CC(OC(=O)CC1Sc2ccccc2NC1=O)C(=O)N(C)Cc1ccccc1 (stereo unspecified)	0.5	-1
O=S1(=O)CCOC[C@H](Cc2ccccc2)N1Cc1ccccc1Br	-0.7	2
CC1Cc2c([nH]c(=O)n(-c3ccccc3)c2=O)O1 (stereo unspecified)	0.2	1
COC(=O)[C@@]1(Cc2ccccc2)[C@H]2C(=O)N(C)C(=O)[C@H]2[C@H]2CN(C)C(=NCc3ccccc3)N21	-0.2	0
CCN(CC)c1ccc(N=C2C=CC(=O)C=C2NC(C)=O)cc1	9.8	-2
O=C(O)C(Cc1ccccc1)N1C(=O)/C(=C/C=C/c2ccco2)SC1=S (stereo unspecified)	2.3	-1
O=C(CCl)Nc1ccc(Sc2ccc(NC(=O)CCl)cc2)cc1	6.0	-12
Oc1ccc2ccccc2c1CNc1ccccc1	1.4	-9
CC1c2ccccc2N(S(=O)(=O)c2ccccc2)C1C (stereo unspecified)	0.8	1
CN(c1ccc(F)cc1)S(=O)(=O)c1ccc(Cl)c(C(=O)NCC2(N3CCOCC3)CCCCC2)c1	-1.9	0
The list continues.
SMILES	MPTP inh	GRIN3A LBD mod
Cc1nc2ccccc2nc(=O)c1NNc1ccccc1	1.8	-1
O=C(CSc1nc(C2CC2)nc2ccccc12)N1CCc2ccccc21	1.1	1
Cc1cc(=O)n2cn[nH]c2n1	-2.2	3
Cc1ccc(C(=O)NC2CC(C)(C)NC(C)(C)C2)cc1S(=O)(=O)N1CCOCC1	2.1	-4
ONC(=NCc1ccccc1)c1ccccc1	0.2	0
COc1cc2c(cc1OC)C(=O)CCC2	-1.5	-1
CC(=O)N1C(=O)/C(=C2\SC(=S)N(NS(=O)(=O)c3ccc(C)cc3)C2=O)c2ccccc21	46	-3
O=C(CSc1n[nH]c(-c2ccccc2)n1)NC(=O)NCc1ccco1	-0.4	-1
COCCOC(=O)c1[nH]c2c(c1C)C(=O)CC(c1cccs1)C2 (stereo unspecified)	3.5	-2
CCOC(=O)/C=C/C(=O)Nc1ccccc1-c1ccccc1NC(=O)/C=C/C(=O)OCC	-1.3	1
CC12CCC(=O)C=C1CCC1C2C(O)CC2(C)C(c3csc(N)n3)CCC12 (stereo unspecified)	8.8	1
O=C1c2ccccc2C2(c3cc(C(F)(F)F)cc(C(F)(F)F)c3)NCCN12 (stereo unspecified)	1.3	0
Cc1cc(Cl)n2c(nc3cc(F)c(F)cc32)c1C#N	95*	-2
CN(C)Cc1c[nH]c2nc[nH]c(=O)c12	-0.8	-4
C(=NN1CCCCCC1)c1ccc2ccccc2n1	0.4	-1
COc1c(N)c2c(c([N+](=O)[O-])c1OC)C(=O)OC2	0.3	0
C[C@H](NS(=O)(=O)c1ccc(Cl)cc1)C(=O)OCC(=O)NCCc1ccc(S(N)(=O)=O)cc1	0.6	0
Cc1c2ccncc2cc2c1[nH]c1ccccc12	2.4	4
COc1cccc(C=NNc2nc3ccccc3s2)c1OC	3.4	-4
Cc1[nH]c2ccccc2c1C1=CC(=O)C=CC1=O	52*	-12
CC(NC(=O)Cc1ccc(S(=O)(=O)N2CCOCC2)s1)c1ccc(Br)cc1 (stereo unspecified)	0.3	3
CN(C)S(=O)(=O)c1cccc(NC(=S)N/N=C/c2ccc(O)c(O)c2O)c1	1.4	0
O=C1C=C(N2CCN(c3ccccn3)CC2)C(=O)c2c(O)ccc(O)c21	6.4	0
COc1cccc(C=CC(=O)C=CC=Cc2ccccc2)c1	-0.1	-2

High-throughput results as filed in PubChem.

Not all compounds are listed, so the mix of outcomes need not match the whole.
